Screens deposited in PubChem BioAssay by several laboratories.
HSF-1 act = increases HSF-1 driven luciferase reporter signal; NIH3T3-HGL HSF-1 luciferase reporter, MG132, 8 h; 100% = twice DMSO control signal; actives 1.7% (n = 300,000); activation, % at 9 µM; AID 504408;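 active = mean replicate activation of at least 50% with a set share of replicates each reaching 50%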;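 note: 0% = median of the neutral control wells and 100% = twice that signal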
Platelet DG rel = modulates dense granule release in human platelets; actives 0.22% (n = 300,000); inhibition, %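 (compounds screened at 7.5 µM in platelet-rich plasma)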; human platelet-rich plasma, SFLLRN dense granule ATP release, luminescence;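 active = mean replicate score, as percent of positive control, at or above 50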
GSK3beta inhib = human GSK3beta kinase inhibition; AID 2097; activity score (negative = inhibition), % at 10 µM; P49841; actives 0.038% (n = 300,000); GST-GSK3beta kinase, ADP-Glo luminescence, 60 min; hits give low values;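 active = more than half of replicate wells score below -50%, meaning over 50% inhibition versus plate controls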;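 note: 0% = median DMSO wells and -100% = median GW8510 positive control wells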
Target sequence (P49841 whole entry, looked up): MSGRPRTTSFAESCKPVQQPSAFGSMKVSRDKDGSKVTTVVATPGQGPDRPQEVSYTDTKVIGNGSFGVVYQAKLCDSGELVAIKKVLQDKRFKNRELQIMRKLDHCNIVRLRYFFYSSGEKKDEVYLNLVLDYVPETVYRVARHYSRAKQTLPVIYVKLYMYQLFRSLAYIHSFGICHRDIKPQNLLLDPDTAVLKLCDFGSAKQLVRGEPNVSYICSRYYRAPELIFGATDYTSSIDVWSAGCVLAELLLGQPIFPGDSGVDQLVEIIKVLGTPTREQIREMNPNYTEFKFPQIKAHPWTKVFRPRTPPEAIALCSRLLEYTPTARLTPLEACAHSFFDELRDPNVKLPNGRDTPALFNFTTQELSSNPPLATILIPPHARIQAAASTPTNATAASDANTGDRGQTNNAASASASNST
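Assay system: GST-tagged human GSK3beta kinase, cell-free; Input: 1.6 ng GSK3beta; Medium: Tris/MgCl2 kinase buffer; Timing: 60 min enzyme reaction, room temperature; Signal: ADP-Glo luminescence quantifying ADP generated by kinase; Evaluation: score relative to plate controls; Benchmarks: DMSO neutral wells and GW8510 at 20 µM as positive.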
DYRK1A inh = Dyrk1A (rat) kinase inhibition | Q63470 | ADP-Glo luminescence, NFATc1 peptide | inhibition, % at 12.5 µM | actives 0.43% (n = 310,000); in the data active = inhibition above about 50%;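 note: plate controls were vehicle with enzyme for no effect and no enzyme for full effect; many of its hits are not listed in these tables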
GSK3A inh = human GSK-3 alpha kinase inhibition; actives 0.1% (n = 320,000); inhibition, % at 10 µM; ADP-Glo luminescence, 60 min;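 in the data active = inhibition above about 50%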;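 note: GST-tagged GSK-3 alpha with peptide substrate and 25 µM ATP; 0% = DMSO neutral wells and 100% = GW8510 positive control wells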
Target sequence (P49840 whole entry, looked up): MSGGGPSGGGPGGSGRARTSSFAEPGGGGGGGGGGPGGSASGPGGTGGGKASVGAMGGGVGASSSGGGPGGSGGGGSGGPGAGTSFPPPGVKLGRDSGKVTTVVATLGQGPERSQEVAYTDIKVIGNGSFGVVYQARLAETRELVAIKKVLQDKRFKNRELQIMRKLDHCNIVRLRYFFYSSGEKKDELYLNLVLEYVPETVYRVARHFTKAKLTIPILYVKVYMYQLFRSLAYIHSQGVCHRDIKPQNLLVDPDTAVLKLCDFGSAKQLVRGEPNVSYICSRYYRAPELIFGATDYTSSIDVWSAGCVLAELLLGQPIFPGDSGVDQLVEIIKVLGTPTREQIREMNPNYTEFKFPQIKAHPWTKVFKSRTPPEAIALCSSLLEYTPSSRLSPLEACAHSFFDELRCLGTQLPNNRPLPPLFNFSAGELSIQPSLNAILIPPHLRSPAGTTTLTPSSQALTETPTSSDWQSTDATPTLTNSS
aSyn 5UTR inh = 5' untranslated region of α-synuclein, MLPCN primary screen; alpha-synuclein 5'UTR reporter, inhibitor activity; inhibition, % (tested at 7.5 µM); actives 0.82% (n = 300,000); in the data active = inhibition above about 60%;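 note: H4 neuroglioblastoma cells stably carrying SNCA 5'UTR luciferase fusion; 0% = DMSO wells and 100% = positive control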
HSP90 refold inh = inhibitors of HSP90 luciferase refolding in rabbit reticulocyte lysate | actives 0.91% (n = 290,000) | inhibition, % at 5.6 µM | AID 1789 | luciferase refolding luminescence, 3 h;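 active = inhibition above the screen-wide mean plus 3 SD, computed separately per campaign, cut at about 16% in these data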;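 note: 0% = DMSO wells and 100% = 60 µM geldanamycin wells; inhibitors lower the luminescence because luciferase stays unfolded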
IEC-6 cytotox = kills IEC-6 intestinal cells in KLF5 counter-screen. IEC-6 cytotoxicity, luminescence viability. inhibition, % at 5 µM. actives 0.78% (n = 290,000); in the data active = inhibition above about 22%;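 note: 0% = plate median of test compound wells and 100% = cytotoxic reference compound wells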
HSF1 inhib = HSF1 inhibition | NIH3T3-HGL HSE-luciferase, MG132-induced, luminescence 8 h; hits give low values | activity change, negative = inhibition, % at 7.5 µM (by protocol) | actives 0.77% (n = 300,000);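 active = more than half of replicate wells show activity change below -50%, luminescence cut by over half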;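 note: luciferase reports HSF-1 transcriptional activity via heat shock element; 0% = median of DMSO wells and -100% = zero luminescence signal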
KLF5 inh = suppresses KLF5 promoter-driven expression; inhibition, % at 5 µM; AID 1700; actives 0.23% (n = 290,000); DLD-1 KLF5 promoter-luciferase reporter, luminescence;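 active = inhibition above a per-plate limit of that plate's mean compound inhibition plus 3 SD, cut at about 60% in these data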;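 note: 0% = DMSO wells and 100% = LY294002 at 200 µM; higher means less KLF5 promoter-driven luciferase light; inactives centre near -14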
* marks the source's active call; other numbers are inactive results; · = no result given. An excerpt, so the mix of outcomes need not match the whole.

A first look:
#1 CCOC(=O)c1ccc(NC(=O)CCc2nc(-c3ccc(C)cc3)no2)cc1
#2 FC(F)(F)c1cccc(N2CCN(Cc3ccoc3)CC2)c1
#3 CCOc1ccc(C(=O)N2CCN(c3cnn(-c4ccccc4)c(=O)c3Cl)CC2)cc1

entry no.	1	2	3
HSF-1 act	7	11	1
HSF1 inhib	-4	-8	1
GSK3A inh	1	1	-4
Platelet DG rel	-4	5	-4
aSyn 5UTR inh	7	-5	23
GSK3beta inhib	4	·	3
DYRK1A inh	-1	0	-1
HSP90 refold inh	-1	4	-1
KLF5 inh	-15	-36	-40
IEC-6 cytotox	3	5	-1

All compounds of this part, previewed entries included:
#1 CCOC(=O)c1ccc(NC(=O)CCc2nc(-c3ccc(C)cc3)no2)cc1
#2 FC(F)(F)c1cccc(N2CCN(Cc3ccoc3)CC2)c1
#3 CCOc1ccc(C(=O)N2CCN(c3cnn(-c4ccccc4)c(=O)c3Cl)CC2)cc1
#4 Brc1cccc(CNc2nc3ccccc3n2CCN2CCOCC2)c1
#5 COc1ccccc1OC(C)C(=O)N1CCN(Cc2ccc3c(c2)OCO3)CC1 (stereo unspecified)
#6 COC(=O)c1ccc(C(=O)OC)c(NC(=S)N2CCCCC2)c1

entry no.	1	2	3	4	5	6
HSF-1 act	7	11	1	9	-1	2
HSF1 inhib	-4	-8	1	-1	-15	-4
GSK3A inh	1	1	-4	-6	-1	-2
Platelet DG rel	-4	5	-4	-3	2	11
aSyn 5UTR inh	7	-5	23	16	5	-26
GSK3beta inhib	4	·	3	0	·	0
DYRK1A inh	-1	0	-1	-1	0	-1
HSP90 refold inh	-1	4	-1	6	1	1
KLF5 inh	-15	-36	-40	-11	-7	-12
IEC-6 cytotox	3	5	-1	8	-2	-7

#7 CCN(CC)S(=O)(=O)c1ccc(Cl)c(C(=O)Nc2nnc(C)s2)c1
#8 CCS(=O)(=O)N1CCN(C(=O)c2cc(OC)cc(OC)c2)CC1
#9 O=C(NCCc1ccccc1)c1nc(CS(=O)(=O)c2ccc(Cl)cc2)no1
#10 Cc1cc(CNC(=O)C2CCC(=O)N(CCc3cccc(F)c3)C2)nn1C (stereo unspecified)
#11 Cc1cc2oc(=O)c(CC(=O)NCCCO)c(C)c2c2occ(C(C)(C)C)c12
#12 COc1ccc(-c2cn(Cc3ccc4ccccc4c3)nn2)cc1

entry no.	7	8	9	10	11	12
HSF-1 act	-7	1	9	-15	20	-5
HSF1 inhib	-2	1	-2	-5	2	-5
GSK3A inh	-3	-2	-2	·	1	0
Platelet DG rel	-3	13	4	-4	1	7
aSyn 5UTR inh	11	4	-10	14	-45	-36
GSK3beta inhib	-2	3	0	2	5	0
DYRK1A inh	-6	3	-7	-2	-3	-6
HSP90 refold inh	3	-1	-5	-6	3	-1
KLF5 inh	7	-15	11	-45	-44	-43
IEC-6 cytotox	0	-4	-2	3	-2	5

#13 COc1cccc(NC(=O)CCS(=O)(=O)c2ccc(Br)cc2)c1
#14 Cc1ccc2occ(-c3nn[nH]n3)c(=O)c2c1
#15 CC(C)(C)C(=O)Cn1ncc(N2CCOCC2)c(Cl)c1=O
#16 CN1CCC(N(C)C(=O)COc2ccc(S(=O)(=O)N3CCOCC3)cc2)CC1
#17 O=C(NCCOc1ccccc1)c1cccc(S(=O)(=O)NCc2ccccc2)c1
#18 COc1ccc(S(=O)(=O)N(C)c2ccc(C(=O)N3CCC(C(N)=O)CC3)cc2)cc1

entry no.	13	14	15	16	17	18
HSF-1 act	-4	6	18	20	12	-1
HSF1 inhib	-19	-1	3	-2	2	-7
GSK3A inh	-5	-5	-1	-2	-2	2
Platelet DG rel	0	2	-19	23	-13	-1
aSyn 5UTR inh	3	-16	-34	-16	20	-9
GSK3beta inhib	0	1	1	-4	2	2
DYRK1A inh	3	10	1	-2	-1	-3
HSP90 refold inh	-3	3	2	-1	·	2
KLF5 inh	-8	-28	-32	-20	·	-39
IEC-6 cytotox	0	1	-3	2	·	8

#19 O=C(Nc1nnc(SCc2ccc(F)cc2)s1)c1ccc2c(c1)C(=O)N(c1ccccc1Cl)C2=O
#20 O=C(NCCN=C1NS(=O)(=O)c2ccccc21)c1ccncc1
#21 CSc1nc(N(C)C)nc(N2CC(=O)N(CCNS(=O)(=O)c3ccc(C)cc3)C2=N)n1
#22 Cc1nc(NS(=O)(=O)c2ccccc2)sc1C(=O)N/N=C/c1ccccc1
#23 CC(=O)c1cc(CN2CCN(Cc3ccccc3)C(CCO)C2)cs1 (stereo unspecified)
#24 COCCCNC(=S)NC(=O)c1ccc(C)cc1

entry no.	19	20	21	22	23	24
HSF-1 act	-1	24	0	-1	-4	32
HSF1 inhib	-8	4	4	-5	4	6
GSK3A inh	0	0	2	-1	6	-1
Platelet DG rel	2	-11	-10	-1	-3	3
aSyn 5UTR inh	19	0	17	-14	9	-125
GSK3beta inhib	-1	0	1	-1	2	2
DYRK1A inh	-5	2	3	1	-1	-2
HSP90 refold inh	-1	4	-1	4	-1	-4
KLF5 inh	-24	-12	-19	-24	-16	-82
IEC-6 cytotox	-5	1	2	-2	2	7

#25 c1ccc(Oc2ncnc3sccc23)cc1
#26 O=C(COC(=O)C1CCC1)Nc1ncc(Cl)cc1Cl
#27 COc1cc(-c2[nH]ncc2CN2CCSCC2)cc(OC)c1OC
#28 CC(C)=CCOc1ccc2ccc(=O)oc2c1
#29 COC(=O)c1c(NC(=O)CCC(=O)O)sc(Cc2ccccc2)c1C
#30 CCC(=O)c1ccc(OCC(=O)Nc2nn3cnnc3s2)cc1

entry no.	25	26	27	28	29	30
HSF-1 act	-10	-11	10	21	-2	5
HSF1 inhib	-3	-3	12	12	0	-14
GSK3A inh	4	-1	-4	-1	-6	-3
Platelet DG rel	-2	-9	14	1	-1	-1
aSyn 5UTR inh	-1	4	2	-57	25	11
GSK3beta inhib	-1	1	0	-3	-3	0
DYRK1A inh	·	2	-4	6	-3	5
HSP90 refold inh	-3	·	-1	-2	-3	2
KLF5 inh	-35	·	-8	-35	15	-30
IEC-6 cytotox	-3	·	3	-5	3	-1

#31 CCOC(=O)c1cc2[nH]c3ccccc3c2[n+](-c2ccc([N+](=O)[O-])cc2)c1C
#32 Cc1nc(SCC(=O)N2CCOCC2)c2c(=O)n(C)c(=O)n(C)c2n1
#33 Cc1cc(=O)oc2c(C)c(OC(C)C(=O)NCC3CCC(C(=O)O)CC3)ccc12 (stereo unspecified)
#34 CCn1cc(C(=O)Nc2ccccc2)c(=O)c2ccc(C)nc21
#35 CC1(C)CC(=O)/C(=C(\O)c2ccccc2)C(=NCCc2ccccc2)C1
#36 COc1ccc(S(=O)(=O)NCC(=O)NCc2cc(=O)n(C)c(=O)n2C)cc1C

entry no.	31	32	33	34	35	36
HSF-1 act	31	-7	-6	19	16	-4
HSF1 inhib	17	-2	-2	3	5	-6
GSK3A inh	-1	0	-4	2	1	2
Platelet DG rel	-19	4	2	1	-11	-4
aSyn 5UTR inh	-14	4	4	-7	5	2
GSK3beta inhib	-2	0	0	-1	-19	2
DYRK1A inh	2	0	-4	·	-5	-7
HSP90 refold inh	2	-1	-2	-3	5	-4
KLF5 inh	0	-30	-32	-7	-3	-33
IEC-6 cytotox	2	3	5	-2	-1	-5

Fetched by structure from above, 3 records:
#31 CCOC(=O)c1cc2[nH]c3ccccc3c2[n+](-c2ccc([N+](=O)[O-])cc2)c1C
#33 Cc1cc(=O)oc2c(C)c(OC(C)C(=O)NCC3CCC(C(=O)O)CC3)ccc12 (stereo unspecified)
#36 COc1ccc(S(=O)(=O)NCC(=O)NCc2cc(=O)n(C)c(=O)n2C)cc1C

entry no.	31	33	36
HSF-1 act	31	-6	-4
HSF1 inhib	17	-2	-6
GSK3A inh	-1	-4	2
Platelet DG rel	-19	2	-4
aSyn 5UTR inh	-14	4	2
GSK3beta inhib	-2	0	2
DYRK1A inh	2	-4	-7
HSP90 refold inh	2	-2	-4
KLF5 inh	0	-32	-33
IEC-6 cytotox	2	5	-5

(continued)
#37 CCN(CC)S(=O)(=O)c1ccc(OC(C)C)c(N)c1
#38 CN(C)C(=O)N1CCCC(C(=O)NCc2ccc(F)cc2Cl)C1 (stereo unspecified)
#39 COC(=O)c1ccc(C(C(=O)NC2CCCCC2)N(Cc2ccccc2)C(=O)Cc2cccs2)cc1 (stereo unspecified)
#40 O=C(NCc1ccccc1)C1COc2ccccc2O1 (stereo unspecified)
#41 O=C(/C=C/c1cccs1)Nc1cccc(NC(=O)/C=C/c2cccs2)n1
#42 O=C(OCC(=O)N1CCN(C(=O)c2ccco2)CC1)c1cc(=O)c2ccccc2o1

entry no.	37	38	39	40	41	42
HSF-1 act	7	·	11	6	6	-37
HSF1 inhib	0	·	-3	6	-4	-19
GSK3A inh	-3	-1	2	-1	·	-2
Platelet DG rel	12	-6	-6	-4	-9	·
aSyn 5UTR inh	-3	3	21	-27	-181	5
GSK3beta inhib	1	0	-3	4	1	0
DYRK1A inh	-2	-4	-10	-4	4	1
HSP90 refold inh	-2	0	-3	-2	6	-3
KLF5 inh	4	-17	-14	-33	-109	0
IEC-6 cytotox	-2	-3	-2	4	9	0

#43 COc1ccc(CC(=O)N2CCCC(C)C2)cc1 (stereo unspecified)
#44 CCOC(=O)Cn1c(=O)c2c(nc(Br)n2Cc2ccccc2Cl)n(C)c1=O
#45 CCC(C)(C)NC(=O)CCCSc1nc2ccccc2[nH]1
#46 CC(Oc1ccc(Cl)cc1Cl)c1ccnc(N)n1 (stereo unspecified)
#47 CCOc1ccc(NC(=O)CN2CCc3cc4c(cc3C2)OCCCO4)cc1OCC
#48 CS(=O)(=O)N1CCC(C(=O)Nc2ccccc2Sc2ccccc2)CC1
#49 COc1cc(C=O)ccc1OCc1ccccc1Br
#50 O=C(Nc1ccccc1F)c1cc2c(s1)-c1ccccc1S(=O)(=O)C2

entry no.	43	44	45	46	47	48	49	50
HSF-1 act	-12	12	11	9	-6	-1	20	6
HSF1 inhib	3	-6	0	-3	-1	1	11	-9
GSK3A inh	·	1	-3	0	-2	1	-3	4
Platelet DG rel	12	-1	-1	-21	-18	-2	-4	5
aSyn 5UTR inh	-18	-15	-12	-2	21	1	-202	10
GSK3beta inhib	1	0	-3	-2	12	2	1	-1
DYRK1A inh	3	-9	-7	4	-3	3	-4	1
HSP90 refold inh	-4	2	-4	2	-2	0	-4	-2
KLF5 inh	-33	-31	0	-6	-16	-17	-84	-36
IEC-6 cytotox	2	-1	-2	3	-1	-2	-3	1
